# Screens from PubChem.
# Arrestin-AP2 inh: human beta-arrestin and AP2 interaction inhibition; FITC-arrestin peptide / GST-AP2 beads, flow cytometry; AP2 beta2 appendage carries R879A mutation; inhibition, % at 10 µM; 340,000 compounds, 0.31% hits; AID 504490;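 active = inhibition above a set limit, near 3 SD of compounds lacking own fluorescence, cut at about 54% in these data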;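 also: plate controls were DMSO wells for no effect and 5 µM unlabelled arrestin peptide for full effect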
#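 System: GST-AP2 R879A bound to glutathione beads, E. coli-expressed. Also added: 50 nM FITC-arrestin peptide. Schedule: compound with beads 12 min RT, then probe 1 h RT. Signal: bead flow cytometry, FITC channel. Read-out basis: percent response.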
# PKA-R2B activ: activators of human PKA-R2B complex; P22694+P31323; PKA-R2B holoenzyme dissociation, Cy5-IP20 fluorescence polarization; R2B truncated from residue 108, S112A mutant; 0% DMSO only, 100% 113 µM cGMP; AID 504700; activation, % at 11.4 µM; 340,000 compounds, 0.079% hits;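 active = activation above a cutoff set at the mean over all compounds plus 3 SD, cut at about 18% in these data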;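 also: higher means more holoenzyme dissociation and a rise in polarization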
# Keap1 Nrf2 FP: inhibitors of human Keap1-Nrf2 protein-protein interaction. Q14145. Keap1 Kelch-Nrf2 peptide fluorescence polarization, 1536-well. inhibition, % at 9.4 µM. 340,000 compounds, 0.15% hits. AID 504523; in the data active = inhibition above about 12%; inconclusive = no clear call, values can overlap the other calls; inactive = below about 7.3%;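 also: human Keap1 Kelch domain with fluorescein labeled Nrf2 9mer peptide probe; 0% = neutral control wells and 100% = peptide positive control; higher means more block of Keap1 binding to Nrf2 peptide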
# Target sequence (Q14145 whole entry, looked up, the tested form may be a part): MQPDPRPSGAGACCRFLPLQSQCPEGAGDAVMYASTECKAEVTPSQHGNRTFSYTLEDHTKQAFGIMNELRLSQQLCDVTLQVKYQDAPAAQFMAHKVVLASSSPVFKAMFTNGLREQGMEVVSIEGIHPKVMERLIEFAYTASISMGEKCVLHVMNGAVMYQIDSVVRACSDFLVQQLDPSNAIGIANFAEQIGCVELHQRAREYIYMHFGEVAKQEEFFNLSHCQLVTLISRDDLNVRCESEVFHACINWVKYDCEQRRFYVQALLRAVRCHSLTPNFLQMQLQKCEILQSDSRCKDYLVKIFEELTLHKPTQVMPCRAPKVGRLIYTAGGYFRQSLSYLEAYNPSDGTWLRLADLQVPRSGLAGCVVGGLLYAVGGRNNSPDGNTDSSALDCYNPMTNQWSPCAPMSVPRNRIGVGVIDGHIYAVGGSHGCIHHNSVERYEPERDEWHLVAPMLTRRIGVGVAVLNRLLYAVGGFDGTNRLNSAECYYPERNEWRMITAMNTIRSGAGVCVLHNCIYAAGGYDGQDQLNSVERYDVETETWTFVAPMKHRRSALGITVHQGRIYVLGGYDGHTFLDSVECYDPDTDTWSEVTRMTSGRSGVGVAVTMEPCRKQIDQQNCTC
# Cardiac RTF inh: cardiac RTF calcium desensitization | IANBD-labeled cardiac RTF, Ca2+ fluorescence | 340,000 compounds, 0.12% hits | inhibition, % at 7.15 µM | AID 493244 | P19429+P45379;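 active = inhibition above the mean inhibition of all tested compounds plus 3 SD, cut at about 17% in these data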;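 also: assay run at fixed EC70 calcium of 1.6 mM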
# C-LANA FP: inhibitors of KSHV LANA C-terminal domain DNA binding; MBP-C-LANA/FAM-LBS DNA binding, fluorescence polarization; 340,000 compounds, 0.078% hits; inhibition, % at 9 µM; AID 504423;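 active = highest replicate inhibition at or above 60% at 9 µM, even if other replicates fall short; inactive = all replicates below 60% inhibition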;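 also: 0% = neutral control wells and 100% = 4 µM acridine orange control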
# DAGLB inh: blocks human DAGLB lipase activity; Q8NCG7; HEK293T DAGLB membrane lysate, EnzChek fluorogenic substrate; inhibition, % at 5.17 µM; 340,000 compounds, 0.059% hits; AID 504411; in the data active = inhibition above about 34%;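 also: 0% = enzyme with vehicle and 100% = wells lacking enzyme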
# PvdQ acylase: P. aeruginosa PvdQ acylase inhibition. purified PvdQ acylase, fluorescence plate reader. inhibition, % at 10 µM. 340,000 compounds, 0.063% hits. AID 488965; in the data active = inhibition above about 30%, passing the limit was not always enough; inconclusive = no clear call, values can overlap the other calls;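 also: 0% = vehicle neutral wells and 100% = reference inhibitor wells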
# NSD2 HMT inh: inhibitors of human histone methyltransferase NSD2. O96028. inhibition, % at 12.5 µM. AID 743445. NSD2 peptide methylation, AlphaScreen, 120 min. 310,000 compounds, 0.54% hits; in the data active = inhibition above about 50%
# SR-BI DiI-HDL act: SR-BI HDL lipid transfer activation; CHO ldlA[mSR-BI] cells, DiI-HDL uptake fluorescence, 3 h; 100 = double the neutral-control signal; activation, % at 12.5 µM; 320,000 compounds, 0.096% hits; AID 504775;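 active = mean replicate activation of at least 60% and every replicate at or above 60%; inconclusive = mean or all-replicate condition met, but not both; inactive = mean below 60% and not all replicates reaching 60%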;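 also: 0% = median plate neutral-control signal and 100% = twice that signal; values of inactives mirror those of a sister screen read the other way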
#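 material = CHO ldlA[mSR-BI] cells | medium = Ham's F12 with 0.5% BSA, HEPES 25 mM, pH 7.4 | reagent = fluorescent DiI-HDL, 10 µg/mL final | compound dosing = single-point compound dose | incubation = 3 h, 37 °C | measured by = bottom-read fluorescence, 550/595 nm | measure = HDL uptake via cellular fluorescence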
# SR-BI DiI inh: blocks mouse SR-BI lipid uptake from DiI-HDL; ldlA[mSR-BI] CHO cells, DiI-HDL uptake fluorescence, 3 h; inhibition, % at 12.5 µM; 320,000 compounds, 0.96% hits;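 active = mean replicate inhibition of at least 70% and a set share of replicates each scoring 70 or more; inconclusive = meets just one of the two criteria; inactive = fails both criteria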;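 also: 0% = median of neutral control wells and 100% = median of positive control wells; values of inactives mirror those of a sister screen read the other way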
# Target sequence (Q61009 whole entry, looked up): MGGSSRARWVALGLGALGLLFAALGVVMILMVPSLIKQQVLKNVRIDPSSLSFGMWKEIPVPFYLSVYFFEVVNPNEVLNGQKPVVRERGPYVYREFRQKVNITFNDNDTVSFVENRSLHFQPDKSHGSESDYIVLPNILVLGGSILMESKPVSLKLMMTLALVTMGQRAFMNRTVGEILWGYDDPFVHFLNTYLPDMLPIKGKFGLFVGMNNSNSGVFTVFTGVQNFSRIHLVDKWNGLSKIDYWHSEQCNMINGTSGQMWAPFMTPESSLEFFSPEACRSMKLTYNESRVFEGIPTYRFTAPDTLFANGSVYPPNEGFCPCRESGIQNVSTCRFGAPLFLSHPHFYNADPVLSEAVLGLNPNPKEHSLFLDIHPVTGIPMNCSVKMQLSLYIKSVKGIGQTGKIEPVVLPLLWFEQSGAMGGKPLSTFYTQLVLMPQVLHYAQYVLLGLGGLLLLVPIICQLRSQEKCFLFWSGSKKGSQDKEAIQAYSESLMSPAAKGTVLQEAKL
# * = called active by the depositor; ? = inconclusive; . = not tested or not shown.
# Letter code – A = Arrestin-AP2 inh; B = PKA-R2B activ; C = Keap1 Nrf2 FP; D = Cardiac RTF inh; E = C-LANA FP; F = DAGLB inh; G = PvdQ acylase; H = NSD2 HMT inh; I = SR-BI DiI-HDL act; J = SR-BI DiI inh
> CCOc1ccc(S(=O)(=O)N2CCC(C(=O)NCCN3CCOCC3)CC2)cc1C
  A: -2; B: 6; C: -2; D: -5; E: 1.4; F: -1; G: -15; H: -1; I: .; J: .

> O=C(c1ccc(N2CCN(C(=O)c3ccc(F)cc3F)CC2)cc1)c1cccc(F)c1
  A: 5; B: -5; C: -6; D: 6; E: 0.7; F: -2; G: 5; H: -6; I: -45; J: 45

> Cc1c(Cl)cnc(NC(=O)CSc2nnc3ccccn23)c1Cl
  A: 1; B: 1; C: 0; D: 0; E: 1.2; F: 0; G: -12; H: -3; I: 13; J: -13

> Cn1c(=O)oc2cc(S(=O)(=O)N3CCN(c4ccc(F)cc4)CC3)ccc21
  A: 25; B: 5; C: 1; D: -10; E: -0.4; F: 0; G: 4; H: -2; I: -2; J: 2

> CC1(c2ccc(OC(F)F)cc2)NC(=O)N(CC(=O)c2ccc3c(c2)OCO3)C1=O (stereo not drawn)
  A: -2; B: -11; C: 1; D: -3; E: 0.5; F: -2; G: -14; H: -3; I: 7; J: -7

> O=C(NCC1CCCO1)c1ccc(COCC(F)(F)C(F)F)cc1 (stereo not drawn)
  A: 16; B: 0; C: -7; D: -4; E: -0.8; F: -2; G: -24; H: .; I: -3; J: 3

> Cn1c(SCC(=O)Nc2ccc(Cl)cc2F)nnc1-c1ccco1
  A: -2; B: 12; C: 2; D: 3; E: 0.2; F: 0; G: -10; H: -3; I: .; J: .

> Cc1cc(NC(=O)CSc2nc(-c3ccc(F)cc3)cs2)no1
  A: 11; B: 5; C: -2; D: 6; E: -0.5; F: 1; G: -3; H: 0; I: -7; J: 7

> Cc1ccc(C(=O)N/C(=C\c2cccs2)C(=O)NCc2cccnc2)cc1
  A: 0; B: 6; C: -6; D: -4; E: 1.9; F: 0; G: -4; H: 0; I: 10; J: -10

> COc1cccc(/C=C/c2nc3c(cnn3-c3ccccc3)c(=O)[nH]2)c1
  A: 38; B: 4; C: -3; D: 8; E: -0.2; F: 1; G: -1; H: 0; I: .; J: .

> O=C(CS(=O)(=O)Cc1ccccc1)Nc1ncccn1
  A: -8; B: 4; C: 0; D: -2; E: -1.6; F: 1; G: -6; H: -1; I: 39; J: -39

> COc1ccc(S(=O)(=O)N2CCCCCC2)cc1C(=O)N(C)Cc1ccc(Cl)cc1Cl
  A: 16; B: -4; C: -2; D: -2; E: 0.0; F: -5; G: 15; H: 2; I: -46; J: 46

> C=CCn1c(O)c(N=NC(=S)Nc2ccccc2F)c2ccccc21
  A: 16; B: -5; C: -6; D: -11; E: -0.7; F: 4; G: -3; H: 1; I: -16; J: 16

> CCOC(=O)CC1C(=O)NCCN1C(=O)c1ccc(F)cc1F (stereo not drawn)
  A: 5; B: -5; C: 0; D: -10; E: -0.3; F: 3; G: -11; H: -1; I: 12; J: -12

> Cc1ccc(C(=O)NNC(=O)CCC(=O)Nc2cc(C)on2)cc1
  A: 2; B: 6; C: -1; D: -8; E: -0.9; F: 2; G: -13; H: -4; I: -9; J: 9

> O=S(=O)(NC(=S)c1ccccc1)c1ccc(F)cc1
  A: -3; B: 5; C: 0; D: -2; E: 1.8; F: 5; G: -18; H: -2; I: 1; J: -1

> COc1ccc2oc(=O)c(C(=O)Oc3ccc(NC(C)=O)cc3)cc2c1
  A: 10; B: 4; C: 1; D: 3; E: 0.9; F: -1; G: 2; H: -1; I: 5; J: -5

> Cc1ccc(NC(=O)Cn2c(=O)oc3ccccc32)cc1
  A: 10; B: -11; C: 4; D: 9; E: 1.0; F: 0; G: -10; H: 14; I: -12; J: 12

> O=c1cc(-c2ccccc2)nc(N2CCCCC2)[nH]1
  A: 5; B: 3; C: -1; D: -2; E: 0.3; F: -3; G: 3; H: -1; I: -14; J: 14

> CC(=O)Oc1ccc(C(=O)Cc2ccc3ccccc3n2)c(O)c1C
  A: 19; B: 4; C: -5; D: -9; E: -4.3; F: -15; G: -9; H: -4; I: -71; J: ?

> COc1cccc2sc3cc(C#Cc4ccccn4)ccc3c(=O)c12
  A: 14; B: 11; C: -5; D: -9; E: 0.3; F: 0; G: 11; H: .; I: 13; J: -13

> Cc1ccc2nc(SCC(=O)Nc3ccc4c(c3)OCO4)nc(=O)n2c1
  A: 1; B: -8; C: -2; D: -7; E: -0.8; F: -3; G: -3; H: 1; I: -1; J: 1

> CCOC(=O)CC1NCCc2c1[nH]c1ccc(OC)cc21 (stereo not drawn)
  A: 13; B: -5; C: -1; D: -7; E: 0.0; F: -1; G: -10; H: 3; I: 40; J: -40

> CCn1c(=O)n(CC)c2cc(S(=O)(=O)NCCOc3ccccc3)c(C)cc21
  A: -4; B: 9; C: -5; D: 5; E: -1.4; F: -3; G: -7; H: -4; I: -11; J: 11

> CC1(C)CC(=O)C=C(OC(=O)c2ccc(Cl)cc2)C1
  A: 8; B: -6; C: -4; D: -13; E: 0.1; F: 5; G: 2; H: 0; I: 10; J: -10

# An excerpt from above, limited to Arrestin-AP2 inh, PKA-R2B activ and SR-BI DiI inh.
Molecule | Arrestin-AP2 inh | PKA-R2B activ | SR-BI DiI inh
Cc1ccc(C(=O)NNC(=O)CCC(=O)Nc2cc(C)on2)cc1 | 2 | 6 | 9
O=S(=O)(NC(=S)c1ccccc1)c1ccc(F)cc1 | -3 | 5 | -1
COc1ccc2oc(=O)c(C(=O)Oc3ccc(NC(C)=O)cc3)cc2c1 | 10 | 4 | -5

# Further compounds:
# Letter code – A = Arrestin-AP2 inh; B = PKA-R2B activ; C = Keap1 Nrf2 FP; D = Cardiac RTF inh; E = C-LANA FP; F = DAGLB inh; G = PvdQ acylase; H = NSD2 HMT inh; I = SR-BI DiI-HDL act; J = SR-BI DiI inh
> CC(Sc1nnc(CN2CCCC2)n1Cc1ccccc1)C(=O)Nc1ccc(F)cc1 (stereo not drawn)
  A: 30; B: -5; C: 0; D: -6; E: 1.3; F: 1; G: 4; H: 13; I: -7; J: 7

> CCC1(C)Cc2c(sc3nc(SC)[nH]c(=O)c23)CO1 (stereo not drawn)
  A: -14; B: -4; C: 4; D: 3; E: -0.9; F: 2; G: -18; H: -1; I: .; J: .

> CN(C)c1ccc(-c2nc3n(n2)C(c2cccnc2)C2=C(CC(C)(C)CC2=O)N3)cc1 (stereo not drawn)
  A: -7; B: 4; C: -7; D: -4; E: -0.2; F: 1; G: 0; H: 1; I: 22; J: -22

> CCN(CC)S(=O)(=O)c1ccc2[nH]c(=O)cc(C(=O)Nc3ccc(C)c(S(=O)(=O)N(CC)CC)c3)c2c1
  A: 8; B: 0; C: 0; D: -8; E: -1.6; F: 3; G: -1; H: -2; I: 1; J: -1

> CCOC(=O)c1c(NC(=O)C2CCCN(S(=O)(=O)c3ccccc3)C2)sc2c1CCCC2 (stereo not drawn)
  A: 4; B: -4; C: 1; D: -1; E: 3.0; F: -12; G: 0; H: -2; I: 5; J: -5

> Cc1cc(C)nc(NS(=O)(=O)c2ccc(N3C(=O)C4CC=C(Cl)CC4C3=O)cc2)n1 (stereo not drawn)
  A: -2; B: 11; C: -6; D: 4; E: 4.1; F: -3; G: -15; H: 5; I: 31; J: -31

> CSc1nc(C)cc(C)c1C#N
  A: 26; B: -4; C: -1; D: -1; E: -1.6; F: 3; G: -6; H: -1; I: 15; J: -15

> CCCCCCSc1nnc(N)s1
  A: -10; B: 4; C: 5; D: 7; E: -0.4; F: -2; G: 9; H: -2; I: 8; J: -8

> Cc1cnc(C(=O)Nc2cccc(-c3nnc4n3CCCCC4)c2)cn1
  A: 18; B: 3; C: 2; D: 0; E: -0.2; F: -5; G: 1; H: 3; I: 17; J: -17

> COc1ccc(-c2cc(C(=O)N3CCCCCC3)no2)cc1OC
  A: 9; B: -10; C: -5; D: -9; E: -2.7; F: -2; G: 2; H: -4; I: .; J: .

> CC(C)CC(=O)Nc1ccc(C(=O)COc2ccc(-c3nnco3)cc2)cc1
  A: 17; B: -8; C: -3; D: -1; E: 1.6; F: 0; G: -1; H: 2; I: -32; J: 32

> O=C(c1cccc(C(=O)N2CCN(Cc3ccccc3)CC2)c1)N1CCN(Cc2ccccc2)CC1
  A: -14; B: -3; C: -10; D: 1; E: -1.4; F: 0; G: -7; H: -2; I: 14; J: -14

> Cc1cccc2sc(NC(=O)CCn3cccc3)nc12
  A: 13; B: -7; C: -2; D: 2; E: 0.3; F: -5; G: 6; H: 2; I: -60; J: 60

> CCOC(=O)C1=C(C)NC(=O)NC1c1cccc(OC)c1OCc1ccccc1Cl (stereo not drawn)
  A: -9; B: -1; C: 2; D: -7; E: 0.1; F: 3; G: -8; H: -3; I: -18; J: 18

> CN=C1S/C(=C\c2ccc(Cl)cc2)C(=O)N1C
  A: -1; B: -9; C: 3; D: -3; E: 1.5; F: -4; G: 14; H: 0; I: .; J: .

> CN(CC(=O)Nc1cccc(S(=O)(=O)NC2=NCCC2)c1)Cc1ccccc1Cl
  A: 24; B: 3; C: -3; D: -3; E: 0.6; F: -2; G: 4; H: 3; I: 17; J: -17

> Cc1ccccc1C(=O)OC1OC(=O)C(Cl)=C1Nc1ccc(C(=O)O)cc1 (stereo not drawn)
  A: 39; B: 9; C: 2; D: 4; E: 2.3; F: -1; G: 3; H: -3; I: 10; J: -10

> Cc1ccccc1OCC(=O)NC(=S)Nc1ccc(S(=O)(=O)NC2CCCCC2)cc1
  A: 1; B: -8; C: 3; D: -12; E: -0.5; F: -7; G: 2; H: 0; I: -31; J: 31

> Cc1ccccc1OCC(=O)Nc1sc2c(c1C#N)CCC2
  A: -8; B: 6; C: -3; D: -13; E: -0.2; F: -17; G: -15; H: -1; I: -24; J: 24

> O=C(O)C1[C@H]2C(=O)N(C3CCCC3)C[C@]23C=C[C@H]1O3 (stereo partly drawn)
  A: 5; B: -5; C: 3; D: 2; E: 13; F: 1; G: 0; H: -4; I: 23; J: -7

> CC[C@@]12C(=O)N(c3cccc(Br)c3)C(=O)N1[C@H](c1ccc(Cl)cc1)[C@@H]1C(=O)N(C3CCCCC3)C(=O)[C@@H]12
  A: 7; B: 4; C: -3; D: -12; E: -1.4; F: -2; G: -16; H: .; I: 17; J: -17

> COC(=O)c1ccc(CN2C(=O)NC3(CCCc4ccccc43)C2=O)o1 (stereo not drawn)
  A: -1; B: 5; C: 0; D: -9; E: 0.4; F: 1; G: -8; H: 0; I: .; J: .

> CN1CCN(c2ccc([N+](=O)[O-])c(-n3nc(-c4ccccc4)c4ccccc4c3=O)c2)CC1
  A: -1; B: -8; C: -2; D: -9; E: -0.5; F: 2; G: -6; H: 13; I: .; J: .

# Rows were taken by chance; 2.1% or so of the library scored in one or more.
